G9a inh: blocks human histone lysine methyltransferase G9a; Q96KQ7; G9a H3K9 monomethylation, AlphaScreen, 2 h; Potency, µM (highest dose often 102 µM), inactives show at the highest dose activity, negative = inhibition, most hits filed as inhibitors; 8.8% of 350,000 active; AID 504332; note: % is set by controls: 0 for no effect and ±100 for the full control effect; nearly all actives have a fitted effect of over 75% in size
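Signal arises when biotinylated H3K9 peptide, once monomethylated, bridges streptavidin donor and antibody-captured acceptor beads. Enzyme at 20 nM was preincubated 15 min with test compounds; peptide 500 nM and SAM 20 uM then reacted for 2 h.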
Apoferritin bind: binds horse apoferritin like a general anesthetic | apoferritin/1-aminoanthracene competitive binding, fluorescence | Potency, µM (top dose mostly 77.5 µM), for the others: at the highest dose activity change, negative = displacement, usual class: inhibitors | 0.074% of 350,000 active | AID 485281; note: % is set by controls: 0 for no effect and ±100 for the full control effect; nearly all actives have a fitted effect of over 20% in size
Target sequence (P02791 2-175 limits assumed): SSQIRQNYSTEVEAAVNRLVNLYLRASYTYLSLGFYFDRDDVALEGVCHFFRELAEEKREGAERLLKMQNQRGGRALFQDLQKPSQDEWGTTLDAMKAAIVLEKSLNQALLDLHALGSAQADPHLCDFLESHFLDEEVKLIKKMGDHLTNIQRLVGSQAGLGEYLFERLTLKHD
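Probe: 1-aminoanthracene (50% saturated, PBS). Protein: horse-spleen apoferritin, 10 uM. Incubation: 10 min, room temperature. Detection: 380 nm excitation, 535 nm emission. Analysis: normalized response, four-parameter Hill.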
POLH inh: inhibitors of human DNA polymerase eta; 1.2% of 390,000 active; Potency, µM (titrated, usually from 114 µM), without a hit: at the top dose activity change, negative = inhibition, hits mostly inhibitors; AID 588591; Q9Y253; recombinant Pol eta, fluorescent DNA replication assay; note: % is set by controls: 0 for no effect and ±100 for the full control effect
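Fluorescent replication assay: 50 nM final substrate added after a 15 min room-temperature compound preincubation with 10 nM enzyme. Signal taken at 0 min and again at 10 min.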
BLM helicase inh: Bloom syndrome helicase (human) inhibition. P54132. recombinant BLM DNA unwinding, fluorescence dequenching. Potency, µM (highest dose often 56.1 µM), for inactives: at the top dose activity change, negative = inhibition, hits mostly inhibitors. 0.2% of 350,000 active;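 note: plate controls were vehicle for no effect and no enzyme for full effect; nearly all actives have a fitted effect of over 35% in size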
APE1 inh: inhibitors of human APE1 endonuclease | recombinant APE1, TAMRA/BHQ-2 abasic DNA cleavage fluorescence | Potency, µM (highest dose often 65.8 µM), without a hit: at the top dose activity change, negative = inhibition, hits mostly inhibitors | 0.35% of 350,000 active | AID 2517;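 note: plate controls were vehicle for no effect and reference inhibitor for full effect; nearly all actives have a fitted effect of over 55% in size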
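Substrate: short duplex with […] THF abasic site, 5'-TAMRA and 3'-BHQ-2, 50 nM final. APE1 at 0.75 nM, preincubated 15 min RT with compound. Fluorescence increase from first to third read measured activity.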
POLI inh: DNA polymerase iota (human) inhibition. AID 588590. Q9UNA4. Pol iota fluorescent replication assay, 10 min. 1% of 390,000 active. Potency, µM (series often up to 115 µM), for inactives: at the highest dose activity, negative = inhibition, usual class: inhibitors
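Fluorescent replication assay read twice, at 0 min and 10 min after adding 50 nM (final) substrate. Enzyme (10 nM) and compounds were first incubated 15 min at room temperature; enzyme-free buffer wells were negative controls.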
Pol beta inh: DNA polymerase beta (human) inhibition | P06746 | Pol beta primer extension/strand displacement, fluorescence kinetic | Potency, µM (doses to about 114 µM), inactives show at the highest dose activity change, negative = inhibition, actives largely listed as inhibitors | 1.3% of 340,000 active | AID 485314; note: % is set by controls: 0 for no effect and ±100 for the full control effect
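Reaction started by 50 nM substrate onto compound-treated Pol beta (10 nM, 15 min preincubation, room temperature); plates read at 0 min and 10 min. Normalized concentration-effect data fitted by four-parameter Hill equation.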
Pol kappa inh: DNA polymerase kappa (human) inhibition; Potency, µM (highest dose often 107 µM), for inactives: top-dose activity, negative = inhibition, actives largely listed as inhibitors; Q9UBT6; purified Pol kappa, fluorescent DNA synthesis assay, 10 min; 0.53% of 400,000 active; AID 588579; note: % is set by controls: 0 for no effect and ±100 for the full control effect
Target sequence (Q9UBT6 whole entry, looked up): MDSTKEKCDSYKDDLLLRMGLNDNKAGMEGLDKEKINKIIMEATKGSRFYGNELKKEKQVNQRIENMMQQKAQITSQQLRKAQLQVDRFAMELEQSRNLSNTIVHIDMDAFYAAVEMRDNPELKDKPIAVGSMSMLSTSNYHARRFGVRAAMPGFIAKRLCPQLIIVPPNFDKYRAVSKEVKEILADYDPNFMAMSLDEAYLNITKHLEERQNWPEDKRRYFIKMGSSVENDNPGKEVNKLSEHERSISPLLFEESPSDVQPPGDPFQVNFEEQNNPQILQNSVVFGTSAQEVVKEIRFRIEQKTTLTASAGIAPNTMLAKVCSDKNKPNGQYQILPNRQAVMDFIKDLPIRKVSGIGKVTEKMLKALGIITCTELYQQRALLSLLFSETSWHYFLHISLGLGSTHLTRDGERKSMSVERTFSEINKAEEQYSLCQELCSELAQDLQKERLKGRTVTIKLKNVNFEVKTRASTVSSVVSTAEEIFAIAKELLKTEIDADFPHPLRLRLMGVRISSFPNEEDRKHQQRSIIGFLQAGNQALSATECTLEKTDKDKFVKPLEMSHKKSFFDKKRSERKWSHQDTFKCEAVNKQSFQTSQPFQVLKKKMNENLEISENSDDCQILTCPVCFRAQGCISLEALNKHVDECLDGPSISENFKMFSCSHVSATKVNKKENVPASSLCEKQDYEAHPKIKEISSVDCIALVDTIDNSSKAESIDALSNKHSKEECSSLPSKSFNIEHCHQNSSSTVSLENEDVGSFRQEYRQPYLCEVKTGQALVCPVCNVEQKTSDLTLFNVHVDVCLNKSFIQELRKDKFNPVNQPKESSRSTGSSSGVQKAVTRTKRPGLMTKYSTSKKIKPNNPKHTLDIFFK
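Kinetic fluorescence readout at 0 and 10 min followed reaction start with substrate at 50 nM final. Beforehand, enzyme (10 nM Pol kappa) stood 15 min with compound at room temperature; buffer-only wells were negative controls.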
BAZ2B block: blocks human BAZ2B | Potency, µM (top dose mostly 114 µM), for inactives: at the top dose activity change, negative = inhibition, usual class: inhibitors | 4.4% of 360,000 active | Q9UIF8 | AlphaScreen BAZ2B-H3K14Ac peptide displacement | AID 504333; note: % is set by controls: 0 for no effect and ±100 for the full control effect; nearly all actives have a fitted effect of over 60% in size
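Inhibition is scored as reduced AlphaScreen emission. The BAZ2B/b-H3(5-23)K14Ac complex (50 nM each) in PBS pH 7.4, 0.01% Tween-20 meets compound (up to 110 uM) for 30 min at RT before bead addition.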
* hit, by the source's call; u = inconclusive; x = not tested or not shown; & = joins results of further samples; [ ] = remark or other dose. Calls come from the whole dose curve; as a rule, active = well fitted curve in the direction sought with a large enough effect; inconclusive = small, poorly fitted or top-dose-only effect, or another doubt; inactive = no such curve, though single readings can be large; an effect the other way counts as inactive or inconclusive. Potency is the fitted concentration of half-maximal effect. Only part of the results is shown; the hit share may differ from the screen's.

SMILES | G9a inh | Apoferritin bind | POLH inh | BLM helicase inh | APE1 inh | POLI inh | Pol beta inh | Pol kappa inh | BAZ2B block
COc1ccc(NC(=O)COC(=O)c2ccc(N3CCCC3=O)cc2)cc1OC | -3%[59 µM] | -14% | 4% | -2% | 0% | 18% | 4% | -17% | 3%
CCCc1cc(=O)[nH]c(SCC(=O)c2[nH]c(C)c(C(=O)OCC)c2C)n1 | 7% | 6% | -4% | -1% | -5% | 12% | 23% | -3% | -8%
Cc1cc(C(=O)OC(C)C(=O)Nc2cccc(S(=O)(=O)N3CCOCC3)c2)c(C)o1 (centres undefined) | -17% | -10% | -14% | -7% | -6% | u | 2% | -7% | -11%
COC(=O)C1CN(S(=O)(=O)c2ccccc2)CCN1S(=O)(=O)c1ccccc1 (centres undefined) | 15% | -23% | -2% | -7% | -2% | 12% | 16% | -12% | -6%
NC(=O)CC(NC(=O)Cc1cccc2ccccc12)c1ccc(NCCc2ccc(F)cc2)c([N+](=O)[O-])c1 (centres undefined) | 25%[59 µM] | -7% | 7% | -5% | -11% | -5% | 63% | -7% | -14%
CCCc1c(C)nc2c(OC)cccc2c1SCC(=O)O | 0% | -4% | -1% | -2% | -3% | 140%[activator] | 5% | 2% | 0%
COC(=O)C1CCN(S(=O)(=O)c2c(C)n(C)c(=O)n(C)c2=O)CC1 | u | -6% | -18% | -1% | -1% | 27% | 0% | -4% | -12%
CCOc1ccccc1/C=N/Nc1nc2ccccc2o1 | 15% | 43%[activator] | -10% | -6% | 50%[activator] | 1% | -23% | -2% | -17%
CCOC(=O)C1CCN(C(=O)C(=O)c2cn(CC(=O)N3CCCCCC3)c3ccccc23)CC1 | 19% | -22% | 5% | -5% | -17% | 19% | 4% | -12% | -13%
CN1C2CCC1CC(NC(=O)c1nn(C)c3ccccc13)C2 (centres undefined) | 15%[12.7 µM] | x | 0%[57.1 µM] | x | -1%&-8% | -7%[58.9 µM] | -5%[57.1 µM] | 6%[19.4 µM] | x
CCc1ccc(NC(=O)CN(Cc2ccccc2)S(=O)(=O)c2ccc3nc(C)sc3c2)cc1 | 12%[59 µM] | 1% | -16% | -1% | x | -6% | -23% | -19% | 0%
Cc1nc(-c2ccc(S(=O)(=O)Nc3ccc(OC(F)(F)F)cc3)cc2)co1 | -2%[59 µM] | -5% | -27% | -3% | x | 13% | -2% | -11%[60.1 µM] | 1%
O=C(NCCN1CCOCC1)c1ccc(CSCc2cccc(Cl)c2)o1 | 31%[59 µM] | -7% | -2% | 1% | 6% | 38%[activator] | -1% | 10% | -21%
CCOC(=O)c1c(CN2CCOCC2)oc2ccc(OC)cc12 | -23%[12.7 µM] | 5% | -1% | 0% | -4% | 11% | 0% | 8% | u
COc1ccc(-n2c(N)c(-c3nc4ccccc4n3C)sc2=S)cc1 | -48%[12.7 µM] | -20% | 9% | -1% | 15% | 6% | 37% | -1% | 13%
COc1cccc(C(=O)Nc2ccc(S(=O)(=O)NCc3ccco3)cc2)c1 | u | -14% | u | -6% | -6% | -8% | 2% | -7% | 7%
Cc1c(/C=N\NC(=O)c2cccc(F)c2)cnn1C | 11%[59 µM] | -3% | -13% | -1% | -1% | 20% | -2% | -11% | -2%
O=C(Cc1ccccc1)CC1(O)C(=O)Nc2ccccc21 (centres undefined) | -5%[12.7 µM] | 1% | -6% | -6% | 16% | 22% | 9% | 18% | 10%
Cc1ccc(C23CC4CC(CC(C(=O)NC(C)C)(C4)C2)C3)cc1 | 66%[activator] | -6% | -26% | 1% | 22% | 124%[activator] | -23% | 3% | 2%
O=C(NC(=S)Nc1ccccc1O)c1ccc(Cl)cc1Cl | u | u | -11% | -9% | -7% | 31% | -5% | -3% | -38%

Single records, from the list above.
Shown for CCOC(=O)C1CCN(C(=O)C(=O)c2cn(CC(=O)N3CCCCCC3)c3ccccc23)CC1 : G9a inh = 19%; Apoferritin bind = -22%; POLH inh = 5%; BLM helicase inh = -5%; APE1 inh = -17%; POLI inh = 19%; Pol beta inh = 4%; Pol kappa inh = -12%; BAZ2B block = -13%
Shown for Cc1cc(C(=O)OC(C)C(=O)Nc2cccc(S(=O)(=O)N3CCOCC3)c2)c(C)o1 (centres undefined) : G9a inh = -17%; Apoferritin bind = -10%; POLH inh = -14%; BLM helicase inh = -7%; APE1 inh = -6%; POLI inh = u; Pol beta inh = 2%; Pol kappa inh = -7%; BAZ2B block = -11%

Part of the list above, field by field.
Structure: CCOC(=O)c1c(CN2CCOCC2)oc2ccc(OC)cc12
  G9a inh: -23%[12.7 µM] | Apoferritin bind: 5% | POLH inh: -1% | BLM helicase inh: 0% | APE1 inh: -4% | POLI inh: 11% | Pol beta inh: 0% | Pol kappa inh: 8% | BAZ2B block: u
Structure: COc1ccc(-n2c(N)c(-c3nc4ccccc4n3C)sc2=S)cc1
  G9a inh: -48%[12.7 µM] | Apoferritin bind: -20% | POLH inh: 9% | BLM helicase inh: -1% | APE1 inh: 15% | POLI inh: 6% | Pol beta inh: 37% | Pol kappa inh: -1% | BAZ2B block: 13%

Remaining list, next part:
SMILES | G9a inh | Apoferritin bind | POLH inh | BLM helicase inh | APE1 inh | POLI inh | Pol beta inh | Pol kappa inh | BAZ2B block
Cc1[nH]c(=O)[nH]c1C(=O)CCCCC(=O)OCC(=O)Nc1ccccn1 | 1.6µM* | -4% | u | 2% | 0% | 4% | 9% | -3% | 0.89µM*
COCCNC(=O)/C(C#N)=C/C=C/c1ccccc1 | -30% | -6% | -5% | -3% | 16% | 32%[activator] | 23% | 1% | -12%
COc1ccc(C(=O)OCC(=O)NC2CC2)cc1S(=O)(=O)N(C)Cc1ccccc1 | 50µM* | x | -28% | x | 11% | 31%[activator] | x | -8% | -2%
COc1ccc(S(=O)(=O)N2CCCC2CNC(=O)C(=O)NCc2ccccc2)cc1 (centres undefined) | -19% | x | -18% | x | 12% | 6% | x | -1% | 7%
COc1ccc(-c2nc(SCC(=O)N3CCOCC3)n[nH]2)cc1 | 18%[59 µM] | -6% | -16% | 0% | 11% | 9% | u | -1% | -3%
CC(=O)NC(=S)Nc1ccc(NC(=O)c2cccs2)cc1 | u | 0% | -17% | -9% | -4% | 2% | 3% | -18% | 2%
CCSc1nnc(NC(=O)c2cccnc2)s1 | -29%[12.7 µM] | -3% | -17% | 0% | 0% | -11%[58.9 µM] | -1% | 0% | 1%
O=c1c2nncn2c2cccnc2n1CCNc1ncc(C(F)(F)F)cc1Cl | 40%[12.7 µM] | -7% | 3% | -2% | 3% | 55%[activator] | -23% | -15% | 1%
CC(C)(C)NC(=S)N1CCC(C(=O)c2ccc(F)cc2)CC1 | -50% | 1% | -24% | -5% | 12% | 2% | 36% | 5% | 6%
CCCOC(=O)Nc1ccc(S(=O)(=O)Nc2ncccn2)cc1 | -6%[12.7 µM] | 0% | 5% | -4% | -1% | -11% | 2% | -5% | -11%

Given in markdown: entries from further up
| Molecule | G9a inh | Apoferritin bind | POLH inh | BLM helicase inh | APE1 inh | POLI inh | Pol beta inh | Pol kappa inh | BAZ2B block |
| --- | --- | --- | --- | --- | --- | --- | --- | --- | --- |
| COCCNC(=O)/C(C#N)=C/C=C/c1ccccc1 | -30% | -6% | -5% | -3% | 16% | 32%[activator] | 23% | 1% | -12% |
| COc1ccc(C(=O)OCC(=O)NC2CC2)cc1S(=O)(=O)N(C)Cc1ccccc1 | 50µM* | x | -28% | x | 11% | 31%[activator] | x | -8% | -2% |

(more compounds)
SMILES | G9a inh | Apoferritin bind | POLH inh | BLM helicase inh | APE1 inh | POLI inh | Pol beta inh | Pol kappa inh | BAZ2B block
COc1ccc(NC(=O)c2cc3c(s2)CCC(C)C3)cc1S(=O)(=O)N1CCOCC1 (centres undefined) | u | u | -20% | -15% | -7% | 3% | 4% | -15% | -24%
COc1ccc2cc(C(=O)N3CCN(c4ccccc4F)CC3)[nH]c2c1 | -45% | -1% | -16% | -1% | 56%[activator] | -2% | 1% | 17% | -21%
O=C(NCCc1cnccn1)C1CCC(=O)N(Cc2ccc(Cl)cc2)C1 (centres undefined) | 11% | -15% | -16% | -2% | 13% | -8% | u | -6% | 1%
COc1ccc(-n2nc3c(c2NC(=O)c2ccc4c(c2)OCO4)CS(=O)(=O)C3)cc1 | -46%[59 µM] | -7% | -19% | -8% | 2% | u | -16% | -42% | u
CN1C(=O)N(C)C2(c3ccccc3)Nn3c(s/c(=C/c4ccco4)c3=O)=NC12c1ccccc1 (centres undefined) | u | -13% | -7% | -13% | 1% | 25% | 1% | -9% | u
CCn1c(=O)n(CC(=O)Nc2cc(OC)c(OC)c(OC)c2)c(=O)c2ccccc21 | -12% | -9% | 1% | -3% | -12% | 17% | -1% | -20% | -6%
COc1ccc(CN2CCN(c3ccc(F)cc3)CC2)c(OC)c1OC | -3%[59 µM] | -1% | -8% | 4% | -1% | 23% | -17% | -9% | -34%
COc1cccc(N2C(=NC(=O)C3CCCCC3)SC3CS(=O)(=O)CC32)c1 (centres undefined) | -2% | -4% | -22% | -4% | 20% | 55%[activator] | 12% | 6% | -14%
O=C(O)c1cccc2c3c([nH]c12)CCCC3 | -13% | -5% | 9% | 1% | 30% | 2% | -15% | 3% | -28%
COC(=O)Nc1ccc(S(=O)(=O)n2cnc3ccccc32)cc1 | -20% | -11% | -8% | 2% | 1% | -2% | 7% | -2% | -9%
COc1ccc(NC(=O)CCCN2C(=O)C3C4C=CC(C4)C3C2=O)c(OC)c1 (centres undefined) | -50%[59 µM] | 0% | -8% | 1% | 10% | 25% | -16% | -7% | -2%
CC(=O)N(c1ccc(C)cc1)C1C=CS(=O)(=O)C1 (centres undefined) | 5% | 1% | -8% | 0% | -3% | 2% | -2% | -7% | 9%
